IL1B cytotox – cytotoxicity in IL-1B stimulated HUVEC, primary screen, cytotoxicity control for IL-1B NFkB translocation project, imaging, Hoechst nuclear count, IL-1B stimulus | HUVEC cell count loss | cell count reduction, % at 2 µM | 94,000 compounds, 0.41% hits | AID 845, 2007;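 active = cell count reduction more than 3 SD above the screen-wide mean, cut at about 70% in these data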;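 also: normalized per plate to untreated control cells as the no-loss baseline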
sEH inh – soluble epoxide hydrolase inhibitors, primary screen, biochemical, human sEH | 91,000 compounds, 0.34% hits | inhibition, % at 2 µM | Bifunctional epoxide hydrolase 2 (Homo sapiens), P34913 | recombinant human sEH enzymatic activity assay; in the data active = inhibition above about 80%; also: values of inactives mirror those of a sister screen read the other way; many of its hits are not listed in these tables
Target sequence (P34913 whole entry, looked up): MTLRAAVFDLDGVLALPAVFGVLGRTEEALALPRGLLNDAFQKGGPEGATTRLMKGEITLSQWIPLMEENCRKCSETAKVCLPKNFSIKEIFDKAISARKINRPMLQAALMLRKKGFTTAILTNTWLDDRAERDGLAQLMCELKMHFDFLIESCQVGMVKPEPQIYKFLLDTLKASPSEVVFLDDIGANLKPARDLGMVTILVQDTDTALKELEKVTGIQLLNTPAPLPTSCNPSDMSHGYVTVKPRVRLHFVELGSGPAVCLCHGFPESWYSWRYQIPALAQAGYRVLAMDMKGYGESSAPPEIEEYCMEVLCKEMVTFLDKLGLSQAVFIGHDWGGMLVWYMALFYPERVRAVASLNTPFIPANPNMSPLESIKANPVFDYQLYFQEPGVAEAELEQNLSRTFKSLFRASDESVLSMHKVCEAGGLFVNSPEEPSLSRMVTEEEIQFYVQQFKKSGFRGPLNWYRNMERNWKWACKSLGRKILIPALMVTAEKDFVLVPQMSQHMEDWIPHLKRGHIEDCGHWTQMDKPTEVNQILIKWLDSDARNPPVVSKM
ERb SRC1 inh – inhibitors of ERβ-SRC1 coactivator interaction, primary screen, biochemical, TR-FRET, ERβ LBD, SRC-1 peptide. Estrogen receptor beta (Homo sapiens), Q92731. TR-FRET ER-beta LBD / SRC1-Cy5 peptide binding; receptor agonist-loaded with 1 µM estradiol. inhibition, % at 25.6 µM. 86,000 compounds, 1.3% hits. AID 633, 2007;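 active = compounds whose percent inhibition of the receptor-coactivator binding signal exceeds about 50% in the single-dose screen, limit read from the data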;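 also: 0% = receptor plus peptide wells without compound and 100% = peptide-only wells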
Smad3 FoxH1 inh – Smad3/FoxH1 peptide binding inhibitors, primary screen, biochemical, TR-FRET | Mothers against decapentaplegic homolog 3 (Homo sapiens), P84022 | TR-FRET Smad3/Dy647-FoxH1 peptide binding, europium anti-His | inhibition, % at 25 µM | 88,000 compounds, 0.29% hits | AID 630, 2007;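 active = compounds that reduce the energy-transfer binding signal between the protein and its labelled peptide by more than half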;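 also: 0% = Smad3 plus labelled peptide maximal FRET and 100% = peptide-only background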
Target sequence (P84022 whole entry, looked up): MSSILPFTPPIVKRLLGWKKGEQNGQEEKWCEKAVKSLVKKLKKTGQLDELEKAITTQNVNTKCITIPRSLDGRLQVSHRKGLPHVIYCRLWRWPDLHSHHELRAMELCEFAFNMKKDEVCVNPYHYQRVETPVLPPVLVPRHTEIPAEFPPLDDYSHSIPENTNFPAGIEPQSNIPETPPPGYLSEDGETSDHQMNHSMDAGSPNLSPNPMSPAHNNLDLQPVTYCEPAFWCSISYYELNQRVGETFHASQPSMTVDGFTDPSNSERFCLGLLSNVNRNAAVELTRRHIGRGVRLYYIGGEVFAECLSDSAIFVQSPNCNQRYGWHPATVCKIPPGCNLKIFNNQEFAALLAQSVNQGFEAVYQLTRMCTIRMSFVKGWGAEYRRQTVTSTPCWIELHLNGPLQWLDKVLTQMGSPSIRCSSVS
F-actin modifier – modifiers of F-actin cytoskeleton organization, primary screen, imaging, HUVEC, phalloidin staining, high-content imaging; inhibition, % at 2 µM; 91,000 compounds, 0.18% hits; HUVEC TNFa F-actin phalloidin imaging;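 active = inhibition above the batch mean plus 3 SD and confirmed as a hit by visual image inspection, cut at about 30% in these data, passing the limit was not always enough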; also: strong numbers were not always called active
Calb biofilm kill – clotrimazole potentiators killing Candida biofilms, primary screen, with clotrimazole, Alamar Blue; inhibition, % at 6 µM; 85,000 compounds, 0.14% hits; C. albicans biofilm + clotrimazole;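 active = inhibition above 20%; inactive = inhibition below 20%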;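 also: preformed 24 hr biofilms exposed to compound for 48 hr; 0% = biofilm without compound and 100% = blank killed by clotrimazole plus chlorhexidine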
HUVEC tox TNFa – cytotoxicity in TNFa-stimulated HUVEC, primary screen, cytotoxicity control for VCAM1 expression modulator project, imaging, Hoechst nuclei count | cell count reduction, % at 2 µM | 93,000 compounds, 0.17% hits | HUVEC TNFalpha-stimulated, Hoechst cell count | AID 848, 2007;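 active = cell count reduction exceeding the screen mean by over 5 SD, scaled to untreated wells per plate, cut at about 78% in these data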;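 also: cells counted after 24 h of TNF alpha exposure following the 1 h pretreatment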
VCAM1 TNFa inh – inhibitors of TNFa-induced VCAM1 expression, primary screen, imaging, HUVEC, TNFa stimulus, immunofluorescence; HUVEC TNFa-induced VCAM-1 immunofluorescence, high-content imaging; inhibition, % at 2 µM; 95,000 compounds, 0.48% hits;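 active = inhibition above the batch mean plus 3 SD, with images confirmed as a hit by eye, cut at about 37% in these data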;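 also: 0% = TNF-stimulated DMSO wells and 100% = unstimulated control wells; not every result past the cut was called active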
sEH activator – soluble epoxide hydrolase activators, primary screen, biochemical, human sEH; purified human sEH enzymatic activity, activator screen; 91,000 compounds, 0.04% hits; AID 717, 2007; Bifunctional epoxide hydrolase 2 (Homo sapiens), P34913; activation, % at 2 µM; in the data active = activation above about 37%; also: values of inactives mirror those of a sister screen read the other way
* hit, by the source's call; x = not tested or not shown; [ ] = dose if it differs, or a comment.

SMILES	IL1B cytotox	sEH inh	ERb SRC1 inh	Smad3 FoxH1 inh	F-actin modifier	Calb biofilm kill	HUVEC tox TNFa	VCAM1 TNFa inh	sEH activator
COc1cccc(N2C(=O)CC(N3CCN(S(=O)(=O)c4ccccc4)CC3)C2=O)c1 (stereo unspecified)	-10	x	-1	-19	7	-2	-20	6	x
COc1ccc(CCNC(=O)CSc2nnc(Cn3c(=O)sc4ccccc43)n2C)cc1OC	4	-15	5	-1	16	8	-26	-1	12
O=C(COC(=O)C1CCCCC1)Nc1ccc(N2CCCCC2)cc1	9	63	4	0	2	5	-32	4	-63
CCCCNC(=O)C1CC(=O)N(CCC(C)C)C1 (stereo unspecified)	-76	-3	0[fluorescence artefact?]	-12	-18	2	-7	-26	0
CC(=O)Nc1ccc(-n2nnnc2SCC(=O)N2CCN(C(=O)c3ccco3)CC2)cc1	-6	-2	-3	-4	-11	2	-14	12	5
CCN(C#N)c1nc(N(C)C)nc(N(C)C)n1	-9	5	-15	-2	-8	0	-2	1	-4
CN1CCCCCC1=NC1=C(C#N)CCCC1	0	-6	-7[fluorescence artefact?]	-5	-2	5	-17	9	7
O=C(c1cc2nc(-c3ccco3)cc(C(F)(F)F)n2n1)N1CCCCCC1	-15	x	-4	-4	13	1	-23	5	x
CNC(=O)C1CCN(C(=O)c2ccc(-c3ccccc3)cc2)CC1	25	-4	-12	2	-16	3	2	15	6
CCN(C(=O)C1CCN(S(=O)(=O)c2cccc3nonc23)CC1)c1ccccc1	-3	-2	-11	9	3	5	-23	14	1

In a second layout: 2 of the compounds above
> COc1cccc(N2C(=O)CC(N3CCN(S(=O)(=O)c4ccccc4)CC3)C2=O)c1 (stereo unspecified)
  IL1B cytotox = -10
  sEH inh = x
  ERb SRC1 inh = -1
  Smad3 FoxH1 inh = -19
  F-actin modifier = 7
  Calb biofilm kill = -2
  HUVEC tox TNFa = -20
  VCAM1 TNFa inh = 6
  sEH activator = x

> COc1ccc(CCNC(=O)CSc2nnc(Cn3c(=O)sc4ccccc43)n2C)cc1OC
  IL1B cytotox = 4
  sEH inh = -15
  ERb SRC1 inh = 5
  Smad3 FoxH1 inh = -1
  F-actin modifier = 16
  Calb biofilm kill = 8
  HUVEC tox TNFa = -26
  VCAM1 TNFa inh = -1
  sEH activator = 12

(next part)
SMILES	IL1B cytotox	sEH inh	ERb SRC1 inh	Smad3 FoxH1 inh	F-actin modifier	Calb biofilm kill	HUVEC tox TNFa	VCAM1 TNFa inh	sEH activator
CCc1ccc(OCCNC(=O)c2ccc(S(=O)(=O)N(C)C)cc2)cc1	-40	2	2[fluorescence artefact?]	-8	-2	5	-9	-12	-1
COC(=O)c1cccc(NC(=O)CN2CCN(c3ccc(OC)cc3)CC2)c1	13	x	4	1	0	8	18	5	x
CCc1ccccc1NC1c2ccccc2C(=O)N1c1cccnc1 (stereo unspecified)	-19	10	-3	6	17	4	-16	-14	-9
Cc1cc(=O)c2ccc3ccccc3c2[nH]1	-37	0	6	-8	2	6	-14	18	-1
O=C1CCCc2c1cc(C(=O)Nc1ccc(Cl)cn1)c(=O)n2-c1ccccc1	x	-2	0	5	x	7	x	x	3
Cc1ccnc(N/C=C(/NC(=O)c2ccccc2)C(=O)N/N=C\c2ccc(F)cc2)n1	78*	8	7	4	5	-2	-12	14	-6
COC(=O)C(Cc1ccc(O)cc1)NC(=O)CCC(=O)Nc1ccc(S(N)(=O)=O)cc1 (stereo unspecified)	2	-15	1	2	23	14	-16	-3	12
COC(=O)c1sccc1NC(=O)c1cc(-c2cccc(C)c2)nc2ccccc12	-12	-2	x	x	-65	x	-3	5	0
COc1ccc(-c2c(C#N)c(N)nc3c2CCc2ccccc2-3)cc1OC	-19	4	x	x	-30	x	10	-6	-2
CCOC(=O)c1cc2c(n(-c3ccccc3)c1=O)CC(C)(C)CC2=O	-15	-4	-22	7	7	2	-18	9	4
COc1ccc(C2C(C(=O)NCCN(C)C)c3ccccc3C(=O)N2C)cc1OC (stereo unspecified)	23	-1	-18	3	15	5	-26	-8	1
CCn1c(=O)n(CC)c2cc(S(N)(=O)=O)c(C)cc21	-26	1	0	10	2	6	8	-11	1
COc1ccc(NC(=O)COC(=O)c2cnccn2)cc1Cl	-7	-2	-6	-7	22	-1	-7	-3	1
CCOc1ccc(S(=O)(=O)N2CCC(C(N)=O)CC2)c2ccccc12	-1	7	-14	-14	-12	8	-19	2	-7
COc1ccccc1NC(=O)C(C)NS(=O)(=O)c1ccccc1 (stereo unspecified)	73*	-4	2	-1	-27	6	-11	1	7
COc1ccc(C2CC(=O)C3=C(C2)Nc2ccccc2N(C(=O)C2CC2)C3c2cccnc2)cc1OC (stereo unspecified)	38	-5	-5	-5	-2	4	-16	11	6
Cc1c(C(=O)OCCOc2ccccc2)[nH]c2c1C(=O)CCC2	18	10	-3	5	2	6	-9	4	-8
CCCSc1nc2c(c(=O)[nH]c(=O)n2C)n1Cc1ccc(C)cc1	-199	12	33[fluorescence artefact?]	9	37	9	-21	-8	-12
Cc1nnc(N2C(=O)C(O)=C(C(=O)c3ccco3)C2c2ccc(F)cc2)s1 (stereo unspecified)	-38	-3	14[fluorescence artefact?]	-12	-6	-2	-2	4	3
CN(C)c1ccc(CNC2CC(C)(C)NC(C)(C)C2)cc1	-40	-7	1	7	-3	7	-14	10	5
O=[N+]([O-])c1ccc(Cl)c(/C=N/Nc2nc(N3CCOCC3)nc(N3CCOCC3)n2)c1	10	-10	x	x	-13	x	-2	4	13
Cc1ccc(C)c2[nH]c(=O)c(CN(Cc3ccco3)S(=O)(=O)c3ccc4c(c3)OCCO4)cc12	-3	8	3	8	1	2	-36	11	-9
CS(=O)(=O)N1CCN(C(=O)C(Sc2ccccc2)c2ccccc2)CC1 (stereo unspecified)	-17	-5	-3	-9	-2	-1	2	16	5
Cc1nc2c3ccccc3nc(SCC(=O)N3CC(C)CC(C)C3)n2n1 (stereo unspecified)	2	-7	-14	-6	-14	8	3	8	5
COc1ccc(NC(=O)CSc2nc(N)c(C(=O)Nc3ccc(N(C)C)cc3)s2)cc1	-12	4	5	-5	17	8	-27	0	-4
Cc1nn2c(-c3ccccc3)nnc2c2ccccc12	-54	6	-9	7	5	7	-16	21	-3
CCN(c1cccc(C(F)(F)F)c1)S(=O)(=O)c1ccc2c(c1)CCN2C(C)=O	12	-8	-4	4	-3	4	2	5	10
O=C(CCCN1C(=O)c2cccc3cccc(c23)C1=O)N1CCN(Cc2ccc3c(c2)OCO3)CC1	-17	6	x	x	21	x	-2	0	-4
O=C(Nc1ccc(NC(=S)NC(=O)C(c2ccccc2)c2ccccc2)cc1)c1ccccc1	-4	36	x	x	-12	x	-24	17	-36
O=C(CN1C(=O)CSC1=O)Nc1ccccc1F	-15	x	x	x	-29	x	27	4	x
Cc1cccc(NC(=O)CSc2nc3ccccc3o2)c1	8	-13	x	x	-4	x	-6	4	13
O=C(O)C1CSC2(CCN(Cc3ccccc3)CC2)N1 (stereo unspecified)	13	6	-6	2	20	6	-36	12	-5
O=C(NNS(=O)(=O)c1ccccc1)c1cc2cc3ccccc3nc2s1	-26	-6	x	x	-30	x	22	-20	8
CCOC(=O)C1CCN(c2cc(C)nc3cc(-c4cccc(F)c4)nn23)CC1	-4	0	-10	15	13	7	-16	-14	-2
Cc1ccc(NC(=O)NCCCc2ccccc2)cc1	-27	83*	x	x	11	x	-14	9	-83
COc1ccc(C)cc1NC(=O)c1cnc2n(c1=O)CCS2	29	-7	-34	14	10	6	-17	3	7
CC1=CC(C)(C)Nc2cc(C)c(C)cc21	-4	x	-4	-2	-5	3	9	11	x
O=C(COc1ncnc2ccccc12)NC(=O)NCc1ccccc1	6	4	-2	17[fluorescence artefact?]	x	3	x	x	-3
CC1(C)SC(=S)N(NC(=O)Nc2ccccc2)C1N(O)C(=O)Nc1ccccc1 (stereo unspecified)	x	2	x	x	-22	x	-7	8	-2
CC1=C(C(=O)Nc2ccccn2)C(c2ccc(F)cc2)n2ncnc2N1 (stereo unspecified)	8	0	0	-4	30	-3	-20	0	0

Part of the list above in order of formula weight, largest number first:
SMILES	IL1B cytotox	sEH inh	ERb SRC1 inh	Smad3 FoxH1 inh	F-actin modifier	Calb biofilm kill	HUVEC tox TNFa	VCAM1 TNFa inh	sEH activator
COc1ccc(C2CC(=O)C3=C(C2)Nc2ccccc2N(C(=O)C2CC2)C3c2cccnc2)cc1OC (stereo unspecified)	38	-5	-5	-5	-2	4	-16	11	6
Cc1ccc(C)c2[nH]c(=O)c(CN(Cc3ccco3)S(=O)(=O)c3ccc4c(c3)OCCO4)cc12	-3	8	3	8	1	2	-36	11	-9
CC1(C)SC(=S)N(NC(=O)Nc2ccccc2)C1N(O)C(=O)Nc1ccccc1 (stereo unspecified)	x	2	x	x	-22	x	-7	8	-2
COc1cccc(N2C(=O)CC(N3CCN(S(=O)(=O)c4ccccc4)CC3)C2=O)c1 (stereo unspecified)	-10	x	-1	-19	7	-2	-20	6	x
CCN(c1cccc(C(F)(F)F)c1)S(=O)(=O)c1ccc2c(c1)CCN2C(C)=O	12	-8	-4	4	-3	4	2	5	10
COC(=O)c1sccc1NC(=O)c1cc(-c2cccc(C)c2)nc2ccccc12	-12	-2	x	x	-65	x	-3	5	0
O=C1CCCc2c1cc(C(=O)Nc1ccc(Cl)cn1)c(=O)n2-c1ccccc1	x	-2	0	5	x	7	x	x	3
O=C(NNS(=O)(=O)c1ccccc1)c1cc2cc3ccccc3nc2s1	-26	-6	x	x	-30	x	22	-20	8
CCOC(=O)C1CCN(c2cc(C)nc3cc(-c4cccc(F)c4)nn23)CC1	-4	0	-10	15	13	7	-16	-14	-2
CCOC(=O)c1cc2c(n(-c3ccccc3)c1=O)CC(C)(C)CC2=O	-15	-4	-22	7	7	2	-18	9	4
COc1ccc(C)cc1NC(=O)c1cnc2n(c1=O)CCS2	29	-7	-34	14	10	6	-17	3	7
Cc1cccc(NC(=O)CSc2nc3ccccc3o2)c1	8	-13	x	x	-4	x	-6	4	13
O=C(O)C1CSC2(CCN(Cc3ccccc3)CC2)N1 (stereo unspecified)	13	6	-6	2	20	6	-36	12	-5
Cc1ccc(NC(=O)NCCCc2ccccc2)cc1	-27	83*	x	x	11	x	-14	9	-83
CCN(C#N)c1nc(N(C)C)nc(N(C)C)n1	-9	5	-15	-2	-8	0	-2	1	-4

Continuation:
SMILES	IL1B cytotox	sEH inh	ERb SRC1 inh	Smad3 FoxH1 inh	F-actin modifier	Calb biofilm kill	HUVEC tox TNFa	VCAM1 TNFa inh	sEH activator
O=C(c1ccc(Cn2cc(Br)cn2)o1)N1N=C(C(F)F)CC1(O)C(F)F (stereo unspecified)	0	10	x	x	5	x	-15	-1	-9
CCCCNC(=O)CSc1nnc(-c2ccco2)n1C	14	-2	-4	6	-32	-3	-23	-6	3
CCn1c(C)cc2c(c1=O)C(c1ccccc1)C(C(=O)OC)=C(N)O2 (stereo unspecified)	17	8	x	x	5	x	-8	-12	-4
O=C(/C=C/c1ccc(Cl)cc1Cl)NCc1ccncc1	-5	53	x	x	-11	x	-7	-5	-54

Screening results as filed in PubChem BioAssay.

Not all compounds are listed; rates above refer to the full screens.
